Screening results (PubChem)
AmpC det inh = Promiscuous and Specific Inhibitors of AmpC Beta-Lactamase (assay with detergent); purified AmpC, nitrocefin hydrolysis with detergent; Potency, µM (series often up to 28.7 µM), for inactives: top-dose activity change, negative = inhibition; actives 0.09% (n = 71,000); active = well fitted curve in the direction sought with a large enough effect
Target sequence (P00811 whole entry, looked up): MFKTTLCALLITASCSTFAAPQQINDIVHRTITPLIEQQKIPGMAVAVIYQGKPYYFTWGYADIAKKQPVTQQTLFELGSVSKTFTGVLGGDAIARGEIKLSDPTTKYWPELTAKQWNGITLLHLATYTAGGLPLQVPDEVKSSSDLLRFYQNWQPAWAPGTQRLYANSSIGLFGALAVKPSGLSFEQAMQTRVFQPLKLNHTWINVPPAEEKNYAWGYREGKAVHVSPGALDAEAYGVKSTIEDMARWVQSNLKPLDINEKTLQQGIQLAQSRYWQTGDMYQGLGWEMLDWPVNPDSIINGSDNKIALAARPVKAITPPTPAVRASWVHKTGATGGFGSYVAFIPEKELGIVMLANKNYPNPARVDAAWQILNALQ
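E. coli AmpC (5.3 nM) in 20 mM phosphate pH 7.0 with 0.01% Triton X-100, preincubated 15 min RT with compound; nitrocefin (2 uL of 800 uM stock) hydrolysis followed by 480 nm absorbance every 20 s over 4 min.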
Starred values were filed as active, the others as inactive; [ ] = remark or other dose. % is set by controls: 0 for no effect and ±100 for the full control effect; potency is the fitted concentration of half-maximal effect. The list is partial, so the mix of outcomes need not match the whole.

structure	AmpC det inh
CN(C)c1nc(NCc2ccccc2)nc(Oc2ccc(=O)[nH]n2)n1	0%
CCCCC(CCC(=O)O)(C(=O)OCC)c1csc(N)n1 (centres undefined)	13%
O=C(NCC1CCCO1)c1cc(-c2ccncc2)nc2ccc(S(=O)(=O)N3CCOCC3)cc12 (centres undefined)	-2%
CCOC(=O)CN(C(=O)Cn1nnc(-c2ccc(C)cc2)n1)C(CC)C(=O)NC1CCCC1 (centres undefined)	12%
Cc1c(C#N)c2ccccc2n1CC(=O)N1CCCC1	3%
Cc1cc(C)cc(OCC(=O)Nc2ccccc2C(=O)NCc2ccco2)c1	-5%
CCn1c(CNC(C)=O)nnc1SCC(=O)c1ccc(Br)cc1	-1%
CC(OCC(O)CN(C)CCOc1ccccc1)c1ccc(Cl)cc1 (centres undefined)	10%
CCOC(=O)CCS(=O)(=O)c1nc(-c2ccccc2)cc(C(F)(F)F)n1	1%
Cn1c(=O)c(-c2cccs2)nc2cnc(N3CCNCC3)nc21	-1%
CC(=O)/C=C(\C)Nc1ccc(-c2cnc(-c3ccccc3)o2)cc1	-1%
O=C1COc2ccc(C(=O)NCc3ccc4c(c3)OCO4)cc2N1	-7%
CC(C)CCn1nnnc1C(c1ccccc1F)N1CCC(C(N)=O)CC1 (centres undefined)	-3%
Cc1ccc(-c2csc3nnc(SCC(=O)NCc4ccc5c(c4)OCO5)n23)cc1	-4%
Cc1cc(C)c(C#N)c(SCS(=O)c2ccc(C(C)(C)C)cc2)n1 (centres undefined)	10%
S=c1[nH]nc(Cc2ccccc2)n1-c1ccccc1	-2%
CC(C)Cn1c(=O)c2ccccc2c2ccccc2c1=O	-6%
CC1(C)OC(=O)C(=CNc2ccccc2)C(=O)O1	-2%
COc1ccc(N2C(=O)C3C4C=CC(C4)C3C2=O)c(OC)c1 (centres undefined)	-2%
CCn1c(N)c(C(=O)NC)sc1=S	0%
COc1ccc(NC(C)=O)cc1NC(=O)CSc1nnc(-c2ccccn2)n1C	12%
Cc1cc(=O)oc2c(OS(C)(=O)=O)c(OS(C)(=O)=O)ccc12	-2%[5.75 µM]
COc1cccc(N2CCN(C(=O)NC3CCCCC3)CC2)c1	-2%
COC(=O)c1ccc2ncccc2c1	23%
CCOc1ccccc1C(=O)NCc1ccc2c(c1)OCO2	-2%
CCN(CC)CC[n+]1ccc2c(C)c3[nH]c4ccc(O)cc4c3c(C)c2c1	15%[5.75 µM]
CC1CC(C)CN(c2ncc3c(n2)CC(c2ccccc2)CC3=O)C1 (centres undefined)	24%
Cc1noc(C)c1COc1ccc(C(=O)NCc2ccccn2)cc1	-3%
CCN(CC)CCN1C(=O)C(=O)/C(=C(/O)c2ccc(C)cc2)C1c1ccncc1 (centres undefined)	6%
COC(=O)c1ccccc1NC(=O)c1cc(C2CC2)on1	3%
Cc1ccc2c(c1)nnn2C1CCN(CC(=O)NCCc2nc3ccccc3[nH]2)CC1	0%
COc1ccc(-c2noc(CCC(=O)NCCCN3CCC(Cc4ccccc4)CC3)n2)cc1	-5%
Cc1cc(=O)n2nc(N3CCCC(C(=O)N4CCOCC4)C3)sc2n1 (centres undefined)	8%
COc1ccc(CNC(=O)c2ccc(NC(=O)C3CCCO3)cc2)cc1 (centres undefined)	-3%
Cc1ccc(NC(=O)CSc2nnc(COc3ccc(C#N)cc3)n2-c2ccccc2)cc1C	-8%
CCCN(CCC)c1nc2ccccc2nc1C(C#N)C(=O)OCCOC (centres undefined)	-1%
CC(N=Cc1cccc(O)c1O)c1ccccc1 (centres undefined)	6%
COc1ccc(C(C)N2CC34C=CC(O3)C(C(=O)OCC(C)C)C4C2=O)cc1 (centres undefined)	15%
Cc1nc2cc(F)ccc2n1C1CCN(Cc2nnnn2CCc2ccccc2)CC1	2%
NC1(C(=O)NC2(C(=O)O)CCCC2)CCCC1	-2%[5.75 µM]
C=CCN(CC(=O)NCC1CCCO1)C(=O)CCC(=O)Nc1cc(C)on1 (centres undefined)	-3%
CC(C)N1C(=O)C2C(C(=O)NCc3ccccc3)C3C=CC2(O3)C1C(=O)NC(C)(C)C (centres undefined)	-4%
CN(C)c1nc2n(c(=O)n1)CCO2	-3%
CCCCc1nc(SCC(=O)Nc2ccc(S(N)(=O)=O)cc2)n[nH]1	-2%
COc1ccc(Cn2nnnc2C(c2ccccc2)N2CCN(C3CCCC3)CC2)cc1 (centres undefined)	10%
CC1CC(C)CN(c2ncc3c(n2)CC(c2ccccc2Cl)CC3=O)C1 (centres undefined)	3%
O=C(C1CCN(S(=O)(=O)c2cccc3nsnc23)CC1)N1CCCc2ccccc21	-3%
C/C(Cl)=C/Cn1c(NCCCn2ccnc2)nc2c1c(=O)[nH]c(=O)n2C	1%
Cc1nnc2sc(-c3ccc(NC(=O)CSc4ccc(Cl)cc4)cc3)nn12	0%
COc1cccc(NS(=O)(=O)c2ccc(S(=O)(=O)N3CCOCC3)cc2)c1	-3%

Remaining list, next part
structure	AmpC det inh
CCOCCCN(C(=O)Cn1nnc2ccccc21)C(C(=O)NCc1ccco1)c1ccncc1 (centres undefined)	-1%
C[n+]1ccccc1/C=N\O	0%[12.8 µM]
CC(C)CCn1c(CN2CCN(Cc3ccccc3)CC2)nc2c1c(=O)n(C)c(=O)n2C	1%
CC1=C(C(=O)Nc2ccc(C)cc2)C(c2ccc(N(C)C)cc2)NC(=O)N1 (centres undefined)	5%
O=C1CCCC(=NCc2ccco2)C1	-1%
CCOc1ccc2nc(NC(=O)C(CCSC)NS(=O)(=O)c3cccs3)sc2c1 (centres undefined)	0%
N#CC(C(=O)Nc1cccc(Cl)c1)=C1Nc2ccccc2N1	11%
O=C(CCn1c(=O)oc2ccccc21)Nc1nccs1	-3%
c1ccc(-c2nc[nH]c2-c2ccccc2)cc1	1%
Cc1nc2cc(NC(=O)COc3ccc(C#N)cc3)ccc2n1-c1ccccc1	-1%
Cc1ccc(-c2nn3c(C)nnc3s2)cc1NCc1c(F)cccc1Cl	-2%
Cc1ccc(C(=O)Nc2ccccc2C(=O)NCc2ccco2)cc1S(=O)(=O)N1CCCCC1	-4%
O=C(O)/C=C\C(=O)Nc1ncn[nH]1	-4%[5.75 µM]
Cn1c(CSc2nc3ccc(Br)cc3[nH]2)nc2ccccc21	8%
CCC/C=C(\CCC)C(NS(=O)(=O)c1cccc2cccnc12)c1ccc(-c2ccccc2)cc1 (centres undefined)	-1%
FC(F)(F)c1ccccc1-c1ccc2ncnc(NCc3cccs3)c2c1	5%
CCCCOc1ccc(NC2=NC3(CCCC3)N=C(N)N2)cc1	-3%
CC(=O)OCP(C)(=O)COC(C)=O	15%
CC(C)(C)c1ccc(C(=O)N2CCC(C(=O)NCc3ccncc3)CC2)cc1	-5%
COc1ccccc1CCn1c(=O)c(-c2ccc(F)c(F)c2)nc2cncnc21	-5%

Reformatted: results already given
Molecule: Cc1ccc(C(=O)Nc2ccccc2C(=O)NCc2ccco2)cc1S(=O)(=O)N1CCCCC1
  AmpC det inh: -4%
Molecule: Cn1c(CSc2nc3ccc(Br)cc3[nH]2)nc2ccccc21
  AmpC det inh: 8%
Molecule: CCC/C=C(\CCC)C(NS(=O)(=O)c1cccc2cccnc12)c1ccc(-c2ccccc2)cc1 (centres undefined)
  AmpC det inh: -1%

In the list so far, 3 have a tert-butyl group:
structure	AmpC det inh
Cc1cc(C)c(C#N)c(SCS(=O)c2ccc(C(C)(C)C)cc2)n1 (centres undefined)	10%
CC(C)N1C(=O)C2C(C(=O)NCc3ccccc3)C3C=CC2(O3)C1C(=O)NC(C)(C)C (centres undefined)	-4%
CC(C)(C)c1ccc(C(=O)N2CCC(C(=O)NCc3ccncc3)CC2)cc1	-5%

(continued)
structure	AmpC det inh
NCC(O)COc1ccc2c(c1)OCO2 (centres undefined)	-2%
CC(=O)c1sc(NC(=O)c2ccccc2F)nc1C	11%
Cc1ccc(S(=O)(=O)N2CCN(C(=O)COC(=O)COc3ccccc3)CC2)cc1	3%
CS(=O)(=O)N1CCN(C(=O)c2ccncc2)CC1	-4%
CC(c1ccccc1)n1cc(C(=O)NCc2ccccn2)nn1 (centres undefined)	4%
CC(CN1CCCCC1)OC(=O)c1ccc2c(c1)OCO2 (centres undefined)	-1%
OC1CCCN(Cc2cccc3ccccc23)C1 (centres undefined)	1%
CC(=O)Nc1c2c3c(cccc3n(C)c1=O)C(=O)c1ccccc1-2	0%
CSc1cnn(-c2ccccc2)c(=O)c1SC	0%
CC(=O)OC(C)=O	10%
Cc1ccc(OCC(=O)n2nc(C)cc2C)c(Br)c1	-1%
c1ccc(CN2CC[C@@H](CNc3ncnc4ccccc34)C2)cc1	1%[5.75 µM]
Cn1c(=O)c2c(nc(SCc3cccnc3)n2Cc2ccccc2)n(C)c1=O	0%
CCOC(=O)c1[nH]cnc1C(=O)Nc1ccccn1	5%
CC(=O)NCCn1c(SCC(=O)c2ccccc2)nc2ccccc2c1=O	1%
CC(=O)NCCNc1ncnc2ccc(-c3ccccc3C(F)(F)F)cc12	8%
O=C(CCS(=O)(=O)c1ccc(Br)cc1)NCc1cccs1	-6%
CCOc1ccccc1NC(=O)c1ccccc1N(C)S(C)(=O)=O	-1%
COc1cc(NC(=O)c2ccccc2)c(OC)cc1NC(C)=O	17%
OC(COc1ccc2c(c1)CCC2)Cn1cnc2ccccc21 (centres undefined)	-3%
COc1ccc(C(=O)Cn2nnc(-c3ccccc3NC(=O)C3CC3)n2)cc1	-1%
COc1ccc(C(OCCN2CCC[C@@H](C(=O)O)C2)(c2ccc(OC)cc2)c2ccc(OC)cc2)cc1	-2%
COCC(=O)N1CCC2(CCCN(c3ccccn3)C2)CC1	-3%
Cn1c(=O)[nH]c(=O)c2c1nc(SCC(=O)Nc1ccccc1)n2Cc1ccccc1	10%
Cn1c(=O)c2[nH]cnc2n(C)c1=O	10%
COCCCNC(CC(=O)Nc1ccc(N(C)C)cc1)C(=O)O (centres undefined)	-2%
CC(C)C[C@@H](CC(=O)N[C@@H](CCC(=O)O)CC(=O)O)NC(=O)[C@@H]1CNCC[C@H]1NC(=O)C[C@@H](NC(=O)C[C@H](Cc1ccccc1)NC(=O)[C@@H]1CNCC[C@H]1N)C(C)C	-4%
CC1CCc2c(sc3nc(SCC(=O)NCc4ccco4)nc(N)c23)C1 (centres undefined)	-5%
Cc1c(C(=O)OCc2ccccc2)[nH]c2c1C(=O)CC(c1ccco1)C2 (centres undefined)	1%
O=C(O)CCCC(=O)Nc1ccc(C(=O)N2CCCCC2)cc1	-3%
CN(CC(=O)NC1CCCCC1)S(=O)(=O)c1cccc2cccnc12	14%
CC(=O)Nc1nc(C)nc(-c2ccccc2OC(C)=O)n1	-3%
Cc1ccc(-c2csc3nnc(SCc4csc(C)n4)n23)cc1	-2%
COc1ccccc1NC(=O)CN1CCN(CC(=O)Nc2ccc3c(c2)OCO3)CC1	-2%
O=C(NCc1cccnc1)c1cccc(F)c1	19%
N#Cc1c(-c2ccco2)cc(-c2ccccn2)nc1N	-4%
COc1ccc(-c2cc(C(=O)NCc3ccc(Cl)cc3)no2)cc1OC	-3%
O=C1CC(c2cccs2)CC2=C1C(c1ccccc1)n1ncnc1N2 (centres undefined)	-5%
COc1ccc(CC(=O)OCc2cc3ccc(C)cc3[nH]c2=O)cc1	-2%
Cc1cccc(OCC(O)Cn2c(=N)n(CCN3CCCCC3)c3ccccc32)c1 (centres undefined)	0%
CCOCCCn1c(=N)c(C(N)=S)cc2c(=O)n3cccc(C)c3nc21	-6%
C=CCSc1nnc(-c2cccnc2)o1	3%
O=C(CN1CCN(c2ccccn2)CC1)N1c2ccccc2Sc2ccc(C(F)(F)F)cc21	20%
CCOc1ccc(NC(=O)C2CC(=O)N(C)C(=Nc3ccc4c(c3)OCO4)S2)cc1 (centres undefined)	9%
Cc1ccc(SCc2cc(=O)n3[nH]c(C)nc3n2)cc1	-4%
CC(=O)c1c(Nc2ccc3c(c2)OCCO3)oc(C)cc1=O	12%
CC(=Nc1ccc2c(c1)nc(CO)n2C)C1=C(O)CC(C)(C)CC1=O	-2%
O=S1(=O)CCN2C(Cc3ccc(SC(F)F)cc3)=CSC2=N1	-4%
CCOC(=O)Cn1c(=O)c2c(nc3n2CCS3)n(C)c1=O	0%
O=C(Nc1ccc2c(c1)OCCO2)C1CCN(C(=O)c2ccc(F)cc2)CC1	8%

Some of the entries so far, field by field:
> C=CCSc1nnc(-c2cccnc2)o1
  AmpC det inh: 3%
> O=S1(=O)CCN2C(Cc3ccc(SC(F)F)cc3)=CSC2=N1
  AmpC det inh: -4%
> CCOC(=O)Cn1c(=O)c2c(nc3n2CCS3)n(C)c1=O
  AmpC det inh: 0%

Continuation:
structure	AmpC det inh
CCN1CCN(CC(O)COCc2ccccc2)CC1 (centres undefined)	-2%
O=C(O)C(Cc1ccccc1-c1ccccc1)C(=O)O	-4%[5.75 µM]
CCc1cccc(NC(=O)CN(C)S(=O)(=O)c2cccc3nsnc23)c1	-3%
CC1=C(C(=O)OC2CCCCC2)C(c2ccc(C)o2)C2=C(CC(C)(C)CC2=O)N1 (centres undefined)	-9%
Nc1nc(SCC(=O)NCc2ccco2)[nH]c(=O)c1-c1ccccc1	-4%
COc1ccc(C2(C(=O)NCCN3CCOCC3)CCOCC2)cc1	-4%
CSC1=C(C#N)C(c2ccccc2C)C(C#N)=C(N)N1 (centres undefined)	0%
CCOC(=O)c1cnc2c(C#N)c(C)nn2c1C	-5%
Cc1cccc(OCCC(=O)NCC(c2ccccc2)N(C)C)c1 (centres undefined)	-1%
